Assay outcomes deposited in PubChem BioAssay by National Center for Advancing Translational Sciences (NCATS).
NIH3T3 tox: kills NIH 3T3 cells. 94,000 compounds, 4.3% hits. Potency, µM (highest dose often 96.7 µM), without a hit: top-dose activity change, negative = cytotoxicity, hits mostly inhibitors. NIH 3T3 viability, CellTiter-Glo ATP luminescence, 48-72 h; note: potency is the fitted concentration of half-maximal effect; nearly all actives have a fitted effect of over 55% in size
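Cells were seeded at 400 per well, treated with pin-transferred compound, and kept 48 or 72 hr at 37 °C before CellTiter-Glo addition and luminescence imaging of cellular ATP.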
SNCA viab count: counter-screen for SNCA expression inhibitors: cell viability. 150,000 compounds, 0.12% hits. AID 1671193. Potency, µM (highest dose often 57.1 µM), without a hit: at the highest dose activity change, negative = cytotoxicity, usual class: cytotoxic. HEK-293-SNCA-luc viability, GF-AFC fluorescence, 24 h;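 note: potency is the fitted concentration of half-maximal effect; 0% = DMSO-treated cells and -100% = medium-only wells without cells; nearly all actives have a fitted effect of over 30% in size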
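HEK-293-SNCA-luc cells (1500/well) plated 24 h, then exposed 24 h to a dilution series; GF-AFC added 30 min at 37C, fluorescence 405/540 nm; normalised to medium-only and DMSO wells, Hill fit.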
GPT2 inh: inhibitors of human GPT2 alanine aminotransferase; Potency, µM (top dose mostly 57.7 µM), without a hit: at the top dose activity change, negative = inhibition, most hits filed as inhibitors; 100,000 compounds, 0.25% hits; Recombinant GPT2, coupled pyruvate oxidase/HRP Amplex Red fluorescence; AID 1671188; note: potency is the fitted concentration of half-maximal effect; nearly all actives have a fitted effect of over 60% in size; many of its hits are not listed in these tables
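GPT2 10ng/uL, a-KG 250uM, L-Ala 2mM, HEPES pH7.5 + 0.0001% Tween; 30 min RT. Then Amplex mix (PO/HRP/ThPP), 30 min RT dark, fluorescence. AOA 50uM used as positive control.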
FLuc inh: inhibitors of firefly (Photinus pyralis) luciferase. Potency, µM (top dose mostly 115 µM), without a hit: at the highest dose activity change, negative = inhibition, hits mostly inhibitors. purified P. pyralis luciferase, luminescence, biochemical. 76,000 compounds, 2.5% hits. P08659; note: potency is the fitted concentration of half-maximal effect; nearly all actives have a fitted effect of over 65% in size
Target sequence (P08659 whole entry, looked up): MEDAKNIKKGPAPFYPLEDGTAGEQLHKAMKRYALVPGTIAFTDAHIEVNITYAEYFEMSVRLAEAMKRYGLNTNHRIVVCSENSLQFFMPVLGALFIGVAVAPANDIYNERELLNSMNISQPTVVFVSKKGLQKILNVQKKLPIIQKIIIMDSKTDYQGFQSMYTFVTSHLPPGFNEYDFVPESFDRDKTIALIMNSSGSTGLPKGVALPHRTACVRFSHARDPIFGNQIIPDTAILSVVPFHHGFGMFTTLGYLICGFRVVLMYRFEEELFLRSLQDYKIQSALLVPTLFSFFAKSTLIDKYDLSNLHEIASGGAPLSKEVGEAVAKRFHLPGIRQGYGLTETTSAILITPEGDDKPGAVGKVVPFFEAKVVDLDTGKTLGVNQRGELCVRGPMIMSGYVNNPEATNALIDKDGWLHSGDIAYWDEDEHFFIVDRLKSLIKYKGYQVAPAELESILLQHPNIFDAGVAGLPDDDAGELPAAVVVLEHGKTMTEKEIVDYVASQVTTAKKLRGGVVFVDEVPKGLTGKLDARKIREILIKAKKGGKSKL
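Cell-free enzyme assay, 10nM P. pyralis luciferase, luciferin and ATP each at 10uM. Inhibition profiled over a 6-point titration, read as luminescence.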
SNCA expr inh: inhibitors of alpha-synuclein (SNCA) gene expression; HEK-293 SNCA-luciferase knock-in, luminescence, 24 h; Potency, µM (series often up to 57.2 µM), for inactives: at the highest dose activity change, negative = inhibition, actives largely listed as inhibitors; 140,000 compounds, 0.17% hits;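 note: potency is the fitted concentration of half-maximal effect; plate controls were DMSO cells for no effect and cell-free wells for full effect; nearly all actives have a fitted effect of over 45% in size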
IP6K1 inh: blocks human inositol hexakisphosphate kinase 1; Q92551; IP6K1 kinase, ADP-Glo luminescence, 2 h; stronger effect = lower value; activity change, % (series mostly up to about 58 µM); 140,000 compounds, 0.81% hits; AID 1645851; in the data active = activity change below about -25%
Target sequence (Q92551 whole entry, looked up): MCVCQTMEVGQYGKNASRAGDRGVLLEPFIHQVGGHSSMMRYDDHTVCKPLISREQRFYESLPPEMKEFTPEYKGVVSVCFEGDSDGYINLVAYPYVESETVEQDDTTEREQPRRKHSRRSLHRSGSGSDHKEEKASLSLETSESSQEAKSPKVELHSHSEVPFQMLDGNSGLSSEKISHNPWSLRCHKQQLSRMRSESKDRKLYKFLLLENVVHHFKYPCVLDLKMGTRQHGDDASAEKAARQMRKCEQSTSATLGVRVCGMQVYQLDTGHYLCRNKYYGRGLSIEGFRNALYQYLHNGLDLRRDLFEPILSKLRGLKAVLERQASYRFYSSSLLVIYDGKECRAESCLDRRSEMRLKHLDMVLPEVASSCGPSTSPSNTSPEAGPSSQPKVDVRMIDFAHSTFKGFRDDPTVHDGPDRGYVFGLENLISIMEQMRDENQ
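ADP-Glo luminescence measures ADP made by human IP6K1 during a 2 h RT reaction with ATP/IP6 (mix at 1.3 mM/130 uM); top library doses 57.5 and 19.1 uM final.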
HEK cytotox: kills HEK 293 cells; HEK 293 viability, ATP luminescence (CellTiter-Glo), 48-72 h; Potency, µM (highest dose often 115 µM), for the others: top-dose activity change, negative = cytotoxicity, actives largely listed as inhibitors; 94,000 compounds, 6.6% hits; AID 1345083; note: potency is the fitted concentration of half-maximal effect; nearly all actives have a fitted effect of over 60% in size
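Luminescence from cellular ATP, measured with CellTiter-Glo, indicates HEK 293 viability. Cells plated at 250 cells/well are treated with compound for 48 or 72 hr at 37 degree Celsius before reagent addition.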
An asterisk follows results filed as active; i = inactive; u = inconclusive; x = no result given; [ ] = another dose, or the depositor's remark. Unless noted, calls come from the whole dose curve; as a rule, active = well fitted curve in the direction sought with a large enough effect; inconclusive = small, poorly fitted or top-dose-only effect, or another doubt; inactive = no such curve, though single readings can be large; an effect the other way counts as inactive or inconclusive. Unless noted, % is set by controls: 0 for no effect and ±100 for the full control effect.

Order of values – NIH3T3 tox | SNCA viab count | GPT2 inh | FLuc inh | SNCA expr inh | IP6K1 inh | HEK cytotox
Cn1cnc2cc(C(=O)N[C@@H]3COCC[C@@H]3OCc3cscn3)ccc21
  0% | 4% | 4% | -7% | 4% | 0 | -3%
COc1ccc(CN2CC[C@@H]3[C@H]2C(=O)NC[C@H](CCC(=O)NCc2cccs2)N3C)cc1
  1% | -2% | 4% | -1% | 6% | -3 | -6%
Cc1c(Cl)cccc1NC(=O)Nc1nnc(N(C)C2CCCCC2)s1
  x | 23% | x | x | 35%[activator] | -13 | x
CCCOc1ccc(CNC(=O)[C@@]23CCCC[C@H]2N(C)C(=O)CC3)cc1
  -15% | 1% | i | 2% | 4% | -8 | -7%
COc1ccccc1C(=O)NC1CCN(C(=O)c2cc3c(=O)[nH]c(C)cn3n2)CC1
  -2% | -8% | -3% | -7% | -21% | -2 | 13%
CN1CCCC(CC2c3ccccc3Sc3ccccc32)C1 (stereo not drawn)
  x | 8%[23.9 µM] | i | x | 23%[25.6 µM] | 7 | x
O=C(NCc1ccccc1)N1CCc2c(sc3c2CCCC3)C1c1ccccc1 (stereo not drawn)
  x | -1% | x | x | 17% | 11 | x
COc1ccc(-n2cc(-c3ccccc3)nc2SCC(=O)Nc2ccccc2C)cc1
  x | -13% | x | x | -23% | 5 | x
CNCCN1C(=O)CC[C@H]2CN(C(=O)N3CCOCC3)CC[C@H]21
  i | 4% | -2% | -1% | 7% | -4 | 5%
COc1ccc(-c2cc3ccc(O)c(CN4CCCC4)c3oc2=O)cc1OC
  x | u | x | x | 40%[activator] | -1 | x

5 records picked at random from those above:
Order of values – NIH3T3 tox | SNCA viab count | GPT2 inh | FLuc inh | SNCA expr inh | IP6K1 inh | HEK cytotox
O=C(NCc1ccccc1)N1CCc2c(sc3c2CCCC3)C1c1ccccc1 (stereo not drawn)
  x | -1% | x | x | 17% | 11 | x
COc1ccccc1C(=O)NC1CCN(C(=O)c2cc3c(=O)[nH]c(C)cn3n2)CC1
  -2% | -8% | -3% | -7% | -21% | -2 | 13%
COc1ccc(CN2CC[C@@H]3[C@H]2C(=O)NC[C@H](CCC(=O)NCc2cccs2)N3C)cc1
  1% | -2% | 4% | -1% | 6% | -3 | -6%
Cn1cnc2cc(C(=O)N[C@@H]3COCC[C@@H]3OCc3cscn3)ccc21
  0% | 4% | 4% | -7% | 4% | 0 | -3%
CN1CCCC(CC2c3ccccc3Sc3ccccc32)C1 (stereo not drawn)
  x | 8%[23.9 µM] | i | x | 23%[25.6 µM] | 7 | x

(continued)
Order of values – NIH3T3 tox | SNCA viab count | GPT2 inh | FLuc inh | SNCA expr inh | IP6K1 inh | HEK cytotox
COc1cc(-c2cc3n(C)c(C)c(CCC(=O)NC4CCC(C)CC4)c(=O)n3n2)cc(OC)c1OC (stereo not drawn)
  x | -11% | x | x | 54%[activator] | -3 | x
COc1cccc(CNC(=O)c2cc(-c3ccc(Cl)nc3)nc3c2cnn3C)c1
  -18% | 7% | i | x | -15% | 5 | -9%
Cn1cc(-c2cnc3[nH]cc(CC(=O)NC4CCC4)c3c2)cn1
  32µM* | 1%[87.6 µM] | 5%[88.5 µM] | 6%[172 µM] | 24%[87.6 µM] | -3 | u
CC(C)CC(=O)N1CCC(CC(=O)NCc2ccccc2)C1 (stereo not drawn)
  -7% | 1%[12.5 µM] | i | 0% | -1% | -20 | 1%
CCCOCC(=O)N1CCCC(c2cc(N3CCCC3)nc(C)n2)C1 (stereo not drawn)
  -9% | 0% | 0% | -4% | -9% | -7 | -8%
COc1ccc(C2CC(=O)c3cc(-c4nc(-c5cccc(Cl)c5)cs4)c(=O)[nH]c3C2)cc1OC (stereo not drawn)
  x | 17% | x | x | 55%[activator] | 40 | x
Cc1ccc(C(=O)Nc2ccc(OCc3cc(=O)n4c5c(sc4n3)CCCC5)cc2)cc1
  x | 3% | x | x | -14% | -6 | x
Cc1cnc(C(=O)NC2C[C@H]3CC[C@@H](C2)N3C(=O)CCCc2ccccc2)cn1 (stereo partly drawn)
  -9% | 4% | 1% | -11% | 48%[activator] | -1 | i
CCc1ccc(NC(=O)Cn2cccc2-c2nc(-c3ccc(OC)c(F)c3)no2)cc1
  -3% | -1% | i | 3% | 10% | 17 | 2%
Cc1[nH]c2ccccc2c1CN1CCc2nc(N3CCN(C)CC3)[nH]c(=O)c2CC1
  u | 2% | -5% | 12% | 10% | 0 | u
CCN(CC)c1ccc(NS(=O)(=O)c2cc(-c3cc(C)no3)ccc2C)c(C)c1
  x | -19% | x | x | u | -2 | x
CC(=O)Nc1cccc(-c2cnc3[nH]cc(CC(=O)N4CCOCC4)c3c2)c1
  u | 5%[87.6 µM] | -9%[88.5 µM] | u | 42%[activator][87.6 µM] | 5 | 0%[172 µM]
O=C(CC1CCOC2(CCN(S(=O)(=O)Cc3ccccc3)CC2)C1)N1CCCC1 (stereo not drawn)
  -22% | 1% | 0% | 0% | 2% | 0 | -19%
O=C(NC1CCCc2ccccc21)c1ccc2c(c1)sc1nc(-c3ccc(F)cc3)cn12 (stereo not drawn)
  x | 6% | x | x | 103%[activator] | -1 | x
Cc1ccc(C)c(NC(=O)N2CCC(Oc3ncccc3C(=O)N(C)C)C2)c1 (stereo not drawn)
  -1% | 3% | -3% | -3% | -6% | 12 | 1%
Cc1cn2c(=O)cc(COC(=O)c3cccc(NC(=O)C(C)Oc4ccccc4)c3)nc2s1 (stereo not drawn)
  x | 2% | x | x | 1% | -7 | x
CNC(=O)N1CCC(C2CCN(C(=O)CCc3ccc(OC)cc3)C2)CC1 (stereo not drawn)
  -3% | -1%[12.5 µM] | i | 3% | -10% | 11 | -4%
Cc1ccsc1C(=O)N1CCCC2(CC1)CN(C)C(=O)O2 (stereo not drawn)
  -4% | 13% | 1% | x | 3% | -4 | -5%
Cc1noc([C@@H]2CC(F)(F)CN2C(=O)c2ccc(C#N)cc2)n1
  -4% | 5% | i | 5% | -9% | 17 | 1%
COc1cc(O)ccc1OCCNCC(O)COc1cccc2[nH]c3ccccc3c12 (stereo not drawn)
  x | -10% | -6% | x | x | 3 | x
COc1ccc(OC)c(NC(=O)c2csnn2)c1
  x | -4% | x | x | -1% | -5 | x
Cc1ccc2c(c1)NC(=O)C(CC(=O)Nc1cc(Cl)ccc1C)O2 (stereo not drawn)
  x | -4% | x | x | 10% | -19 | x
O=C(Cn1c(=O)n2nc(-c3ccccc3)nc2c2ccccc21)Nc1ccccc1C(F)(F)F
  x | -5% | x | x | -20% | 13 | x
CCOc1cccc(CN2CCCCC23Cc2ccccc2CNC3=O)c1 (stereo not drawn)
  u | -1% | -15% | x | -15% | -8 | u
C=CCNC(=O)O[C@@H]1CC[C@]2(C)C(CC[C@@H](O)[C@H]2CC(=O)N2CCC[C@H]2CO)[C@]1(C)CO (stereo partly drawn)
  1% | 3% | i | 4% | 3% | -15 | -8%
CCOC(=O)c1cc(-c2ccccc2)n(CC(=O)Nc2ccc(OC)cc2OC)c1C
  x | 7% | x | x | -18% | 20 | x
CC1(CNC(=O)c2ccc3c(c2)OCO3)CCOCC1
  i | 2% | 2% | -11% | 24% | 2 | 7%
O=c1c2nc(OCc3ccc4c(c3)OCO4)ccc2ncn1-c1ccccc1
  -22%[138 µM] | -10%[87.6 µM] | i | -24%[172 µM] | 49%[activator][87.6 µM] | -5 | u
O=C(CCC1N=C2c3ccccc3N=C(SCc3cccc(F)c3)N2C1=O)NCCc1ccccc1 (stereo not drawn)
  x | -3% | x | x | 1% | -15 | x
O=C(NC1CCCc2c1[nH]c1c(Cl)cccc21)c1ccc2c(c1)OCO2 (stereo not drawn)
  u | 1% | i | -6% | -6% | 6 | u
Cc1nn(S(=O)(=O)c2ccc(Cl)cc2)c(C)c1S(=O)(=O)N1CCCCCC1
  x | 15% | x | x | -1% | -10 | x
COc1ccc(NC(=O)N2CCC(Oc3ncccc3C(=O)N(C)C)C2)c(C)c1 (stereo not drawn)
  1% | -4% | 4% | 4% | -6% | -1 | 2%
CCCN1CCC2(CCN([S+](=O)([O-])c3cccc(C(F)(F)F)c3)CC2)Oc2ccccc21
  u | 1% | 5% | 8% | 10% | -3 | u
COc1ccccc1C(=O)N1CCC2CC(=O)NCCC2C1 (stereo not drawn)
  i | 5% | i | x | -1% | -14 | u
CN(C)c1ccc(CN2CCC[C@H]2c2nc(-c3ccnc(N4CCC(C(N)=O)CC4)c3)no2)cc1
  -11% | -1% | -6% | -2% | 7% | 21 | u
CCOC(=O)c1cnc2c(OC)cccc2c1N1CCN(c2ccccc2F)CC1
  x | -18% | x | x | u | -4 | x
CN(Cc1ccccc1C(F)(F)F)S(C)(=O)=O
  u | 25%[87.6 µM] | i | -6%[172 µM] | 44%[activator][87.6 µM] | 3 | -20%[172 µM]
COCCNC(=O)c1ccc2nc(CCc3ccccc3)oc2c1
  x | -1% | x | x | 163%[activator] | -3 | x
O=C(Cn1cccn1)N1C[C@@H](COCC2CC2)[C@H](c2ccncc2)C1
  -16% | 6% | i | 5% | 20% | 8 | -12%
CC1(COc2cccnc2)COc2ccc(C(=O)NCc3ccc4c(c3)OCO4)cc2N1 (stereo not drawn)
  u | 5%[87.6 µM] | -10%[88.5 µM] | -9%[172 µM] | -20%[87.6 µM] | -6 | u

Part of the list above, reduced to IP6K1 inh:
SMILES	IP6K1 inh
O=C(Cn1cccn1)N1C[C@@H](COCC2CC2)[C@H](c2ccncc2)C1	8
CC1(COc2cccnc2)COc2ccc(C(=O)NCc3ccc4c(c3)OCO4)cc2N1 (stereo not drawn)	-6

The list goes on:
Order of values – NIH3T3 tox | SNCA viab count | GPT2 inh | FLuc inh | SNCA expr inh | IP6K1 inh | HEK cytotox
CCCCn1c(=O)c(C(=O)N2CCN(C(=O)Cc3ccccn3)CC2)nc2cccnc21
  -21% | 14% | -3% | x | 16% | -4 | i
Cc1ccc(OCCSc2nc3ccccc3n2CC(=O)N2CCOCC2)cc1
  x | -1% | x | x | 66%[activator] | -9 | x
O=C(COc1ccccc1)NCC(=O)N1CCCCCCNC(=O)CC1c1ccccc1 (stereo not drawn)
  -22% | 0% | 2% | -9% | u | 14 | -7%
CC(C)c1ccc(NC(=O)CN2C(=O)NC3(CCS(=O)(=O)CC3)C2=O)cc1
  2% | 3% | -9% | 4% | 32%[activator] | -1 | 4%
O=C(c1cscn1)N1CC[C@@H]2[C@@H](CCC(=O)N2CCCn2ccnc2)C1
  -2% | 6% | 4% | 0% | -12% | 6 | -7%
CCCS(=O)(=O)c1c(S(=O)(=O)CCC)c2cc(C(C)(C)C)ccn2c1C(=O)c1ccc(C)cc1
  x | 2% | x | x | 14% | 8 | x

The list is partial; rates above refer to the full screens.
